Screens as filed in PubChem BioAssay.
human PMI inhibition = inhibitors of human PMI, primary screen, biochemical, fluorescence intensity, coupled assay (AID 1209). inhibition, % at 20 µM; hits with a dose series show IC50 in µM. 190,000 tested, 0.42% active. purified PMI enzyme, coupled fluorescence intensity; higher % means a stronger effect;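 also: plate controls were DMSO vehicle for no effect and wells lacking substrate for full effect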
PMI inhibition = human PMI inhibitors, high substrate, primary screen, biochemical, fluorescence intensity, high mannose 6-phosphate (AID 1220); recombinant PMI enzyme, coupled fluorescence intensity; higher % means a stronger effect; inhibition, % at 20 µM, or IC50 in µM where a hit was titrated; 190,000 tested, 0.66% active
RSV CPE inhibition = RSV antiviral activity via CPE protection, HEp-2 cells, primary 10 µM value included (AID 2391) | HEp-2 cells, RSV-induced CPE inhibition; higher % means a stronger effect | CPE inhibition, % at 10 µM; hits with a dose series show IC50 in µM | 310,000 tested, 0.13% active; in the data active = a potency from the dose series; inconclusive = CPE inhibition mostly from about 23% at the one dose, without a potency; inactive = the rest, 99 in 100 with CPE inhibition below about 21%; also: strong numbers were not always called active
SV40 large T antigen = TAg ATPase/helicase activity blockers – biochemical (AID 1903) | inhibition, % at 20 µM, or IC50 in µM where a hit was titrated | SV40 large T antigen ATPase/helicase inhibition assay; higher % means a stronger effect | 310,000 tested, 0.39% active; in the data active = a potency from the dose series; inconclusive = inhibition mostly from about 32% at the one dose, without a potency; inactive = the rest, 99 in 100 with inhibition below about 32%; also: strong numbers were not always called active
CSM14.1 death rescue = protection against thapsigargin-triggered cell killing – 384-well, CSM14.1, ATP luminescence, primary screen (AID 1222) | CSM14.1 thapsigargin-induced death rescue, ATP luminescence; higher % means a stronger effect | one-dose cellular ATP content (survival), % at 20 µM; EC50 in µM for titrated hits | 190,000 tested, under 10 active;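 active = EC50 below 50 µM in the dose-response confirmation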;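 also: death triggered by thapsigargin at about 15 µM added after 2 h compound pretreatment; cell ATP read after overnight thapsigargin exposure of roughly 18 to 22 hours; normalized against plate controls of thapsigargin alone and 5% DMSO vehicle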
PhoP inhibition = PhoP-dependent GFP reporter repression – Salmonella Typhimurium, primary screen (AID 1863); one-dose inhibition, % at 50 µM; IC50 in µM for titrated hits; 300,000 tested, 0.16% active; S. Typhimurium PhoP-regulated promoter GFP reporter, 4 h; higher % means a stronger effect;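 active = inhibition over 29.93%, a cutoff 3 SD above the screen mean, later confirmed by dose response; inconclusive = inhibition over 29.93% but no dose response follow-up; inactive = inhibition at most 29.93% or unconfirmed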;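 also: 0% = low Mg2+ inducing control and 100% = high Mg2+ repressing control; strong numbers were not always called active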
Insulin prom up = MIN6 insulin promoter up-regulation; z-score at 5 µM; MIN6 insulin promoter-GFP reporter, high-content imaging; stronger effect = higher value; AID 1625; 190,000 tested, 0.3% active;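 active = z-score above 3 at 5 µM with at least 500 cells counted in the well; inconclusive = wells under 500 cells, flagged as cytotoxic or low count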
TNAP activation fold = stimulation of alkaline phosphatase TNAP activity – biochemical, luminescent, no phosphate acceptor, uHTS, primary screen (AID 1001). 200,000 tested, 0.03% active. purified TNAP, luminescent activation assay, no phosphate acceptor; higher activation fold means a stronger effect. one-dose activation fold at 20 µM; EC50 in µM for titrated hits; in the data active = activation fold from about 3, or a potency from the dose series; inactive = the rest, 99 in 100 with activation fold below about 1.6; also: many of its hits are not listed in these tables
West Nile antiviral = inhibition of WNV-induced cytopathic effect – cell-based, CPE readout (AID 1621). West Nile virus-infected cells, CPE inhibition; higher % means a stronger effect. CPE inhibition, % at 10 µM; hits with a dose series show IC50 in µM. 290,000 tested, 0.02% active; in the data active = a potency from the dose series; inconclusive = CPE inhibition mostly from about 3.7% at the one dose, without a potency; inactive = the rest, 99 in 100 with CPE inhibition below about 2.2%; also: strong numbers were not always called active
Insulin prom up cell count = also measured in Insulin prom up; calls as there; cell count; measured here: cytotoxicity, nuclei count;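 total cells summed across four imaged fields per well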
* = called active by the depositor; ? = inconclusive; . = no result given. Rule as the data show it, unless noted: active = inhibition above about 50%; inactive = the rest.

SMILES	human PMI inhibition	PMI inhibition	RSV CPE inhibition	SV40 large T antigen	CSM14.1 death rescue	PhoP inhibition	Insulin prom up	Insulin prom up cell count	TNAP activation fold	West Nile antiviral
CCc1cccc2c(=O)c(C(=O)NCCN3CCOCC3)c[nH]c12	11%	8%	1.8%	3%	-3.4%	-30%	0.25	1176	1.1	0.0%
CCOC(=O)c1cnc(Nc2nc3ccccc3o2)nc1CSC(=S)N(CC)CC	17%	8%	1.7%	7%	3.9%	1%	.	.	1.5	-0.6%
CSc1ncc(C(=O)Nc2ccccc2C)c(C)n1	.	.	1.6%	6%	.	-5%	.	.	.	-0.3%
Cc1[nH][nH]c(=O)c1C(c1c(C)[nH][nH]c1=O)c1cn(C)c2ccccc12	12%	55%*	.	14%	-2.5%	6%	0.04	1364	0.5	0.0%
CCCC(=O)N(Cc1cc2cc(C)ccc2[nH]c1=O)c1ccccc1OC	16%	7%	1.2%	-1%	0.7%	-3%	-0.9	1203	1	-0.8%
CC(C)SCC(=O)Nc1ncc2c(n1)-c1ccccc1CC2	-23%	42%	-1.2%	5%	-0.6%	-1%	0.32	1276	1.2	0.6%
CCOC(=O)c1c(NC(=O)c2cc(-c3ccc(Cl)s3)nc3ccccc23)sc(C(N)=O)c1C	1%	-7%	7.7%	-1%	-0.5%	-7%	-0.49	1149	1.1	-1.1%
COc1ccc(/C=N/NC(=O)c2ccn[nH]2)cc1Cn1nc(C)c([N+](=O)[O-])c1C	.	.	.	15%	.	0%	-0.34	1085	.	1.1%
CC(=O)Nc1ccc(S(=O)(=O)N2CCN(S(=O)(=O)N3CCCCCC3)CC2)cc1	5%	3%	2.2%	1%	-2.2%	-7%	0.15	1823	1.1	0.0%
COc1ccc(C(=O)COC(=O)CCN=C2NS(=O)(=O)c3ccccc32)cc1OC	-6%	10%	1.9%	0%	2.4%	-5%	0.48	1947	0.9	0.2%
Cc1nc2cc(NC(=O)C3COc4ccccc4O3)ccc2s1 (centres undefined)	0%	-1%	2.2%	3%	1.1%	3%	-0.18	1320	1.1	0.0%
COc1ccc(C(=O)n2nc(-c3ccco3)nc2N)cc1OC	5%	9%	.	6%	-2.4%	-2%	0.13	1229	1	-0.1%
Cc1cc(/C=C2\NC(=S)NC2=O)c(C)n1-c1cccnc1	.	.	2.5%	5%	.	-13%	0.26	1374	.	0.0%
CSc1ccccc1NC(=O)CN1CCCCC1C (centres undefined)	-6%	1%	0.0%	9%	1.0%	11%	0	1604	1.1	-0.6%
NC(=O)C1CCCN(C(=O)c2ccc3nc(Cc4cccc(Cl)c4)oc3c2)C1 (centres undefined)	.	.	7.4%	15%	.	0%	.	.	.	0.2%
N=C1/C(=C/c2ccc(-c3cccc(C(=O)O)c3)o2)C(=O)N=C2SC=C(c3ccccc3)N12	6%	34%	7.4%	?	-1.9%	-3%	0.26	1286	0.8	-0.1%
Cc1ccc(-n2ncc(Cl)c2C(=O)NCc2ccccc2)cc1	.	.	0.3%	20%	.	8%	.	.	.	-0.9%
COc1ccc(NC(=O)C(=O)NCCC2=CCCCC2)c(OC)c1	-11%	-2%	2.2%	11%	7.8%	-22%	-0.13	1433	1.1	-1.3%
CCOc1ccc(N2C(=O)Cc3ccccc3C2=O)cc1	.	.	0.5%	3%	.	5%	.	.	.	-0.7%
CC(O)CNC12CC3CC(CC(C3)C1)C2 (centres undefined)	-4%	1%	0.3%	4%	2.0%	-7%	0.73	1338	1.1	-0.4%
COC(=O)c1nnn(CC(=O)Nc2cccc(Cl)c2)c1C(=O)OC	5%	4%	1.0%	4%	2.2%	6%	0.55	1223	1.1	-0.3%
CCOC(=O)C(C)Oc1cccc2c(=O)n(CC(=O)NCc3ccc(F)cc3)ccc12 (centres undefined)	.	.	1.4%	26%	.	-1%	-0.37	584	.	0.4%
Cc1ccc(-c2nnn(CCOc3cccc(Br)c3)n2)cc1	5%	7%	-0.1%	6%	1.1%	6%	-0.03	1289	1.4	0.2%
O=C(NCCCN1CCOCC1)c1ccc2c(=O)n(Cc3ccc(Cl)cc3)c(=S)[nH]c2c1	.	.	-0.7%	9%	.	2%	.	.	.	-0.2%
CCO[C@@H]1OC(C(=O)Nc2ccccc2)=C[C@H](c2ccc(Br)cc2)[C@H]1CCCO	32%	24%	8.1%	4%	6.0%	-7%	-2.4	1275	1.1	-0.1%
Cc1ccc(NCC(=O)N/N=C\c2ccc[nH]2)cc1	.	.	0.2%	11%	.	-3%	-0.32	1459	.	-0.1%
Cc1ccc(-c2nc3cc(N)ccc3o2)cc1Br	.	.	51%	4%	.	1%	.	.	.	-0.1%
Cc1cc(C=O)c(C)n1-c1ccc(Cl)c(C(=O)O)c1	-40%	-41%	-1.2%	19%	0.1%	-6%	-0.28	1593	1	0.2%
COc1ccc(N(C(C)C(=O)NN=C2CCCCCCC2)S(C)(=O)=O)cc1 (centres undefined)	4%	4%	4.0%	-2%	0.3%	-13%	-0.23	1339	1	-0.2%
O=C(CCc1ccccc1)NC(=S)Nc1cc(C(F)(F)F)ccc1N1CCOCC1	16%	8%	6.9%	2%	11%	-2%	-0.89	1639	1.1	2.3%
O=C(c1cccc(F)c1)N1CCN(c2cc(N3CCCCC3)c(F)cc2[N+](=O)[O-])CC1	16%	15%	44%	1%	-1.9%	2%	-0.86	1644	0.9	?
Cc1nnc(NC(=O)C23CC4CC(C)(CC(C)(C4)C2)C3)s1	.	.	1.3%	4%	.	-8%	.	.	.	-0.2%
O=C(O)c1cc([N+](=O)[O-])ccc1NCc1cccnc1	.	.	0.9%	11%	.	1%	.	.	.	0.1%
COc1ccc(-c2nn(-c3ccccc3)cc2/C=N/O)cc1OC	.	.	13%	10%	.	1%	.	.	.	1.6%
COC(=O)c1sccc1NC(=O)CN(C)NS(=O)(=O)c1ccc(F)cc1	-2%	14%	2.8%	4%	-2.4%	13%	.	.	1	0.2%
CCCS(=O)(=O)N1CCN=C1SCc1cccnc1	8%	6%	1.8%	4%	-1.1%	-5%	-0.41	1201	1.1	0.1%
Cc1cccc(NC(=O)N2CCCCCC2)c1	.	.	1.4%	11%	.	-5%	.	.	.	-0.1%
CC1=NC2(CCCc3c2no[n+]3[O-])N(O)C1(C)C (centres undefined)	-14%	-13%	0.4%	19%	-1.0%	-2%	1.9	1200	1	0.5%
COc1ccc(C2c3ccsc3CCN2C(=O)C(C)(C)C)cc1 (centres undefined)	.	.	.	8%	.	-8%	-0.57	1473	.	-1.0%
Cc1ccc(CN2CCN(/N=C/c3ccc(N(C)C)cc3)CC2)cc1	.	.	-0.5%	12%	.	-9%	.	.	.	-0.4%
CC(C)(C)NC(=O)C(c1ccncc1)N(C(=O)CNC(=O)c1ccco1)c1ccc2c(c1)OCO2 (centres undefined)	1%	20%	1.8%	24%	4.1%	7%	0.22	1257	1.2	0.5%
O=C(Nc1cccc(C(=O)N2CCN(c3ccccc3)CC2)c1)c1ccco1	.	.	2.5%	-3%	.	-1%	.	.	.	-0.5%
CCCc1cc(=O)n2[nH]c(NCc3ccc(Cl)cc3Cl)nc2n1	13%	6%	19%	7%	2.7%	-4%	0.5	1335	1.1	0.6%
Cc1cc2nc3n(c2cc1C)CC1CC(C(=O)NCC2CC2)N(C)C31 (centres undefined)	.	.	0.8%	3%	.	-11%	1.3	685	.	-0.5%
Clc1ccc(-c2csc(N3CCSCC3)n2)cc1	4%	5%	5.5%	-7%	-1.5%	4%	-0.46	1291	1.1	-0.3%
O=S(=O)(NCCN1CCOCC1)c1cc(Cl)c(Cl)cc1Cl	.	.	0.9%	0%	.	8%	.	.	.	-1.3%
COc1ccccc1-c1ccc(SCc2ccccc2)nn1	21%	5%	15%	10%	.	-5%	-0.76	1160	1.2	-0.4%
CC(NC(=O)C(=O)NCc1cccs1)c1ccccc1 (centres undefined)	.	.	2.8%	9%	.	-7%	.	.	.	0.0%
Cc1cccc(N2CCN(C(=O)CCN3C(=O)C4C5C=CC(C5)C4C3=O)CC2C)c1 (centres undefined)	-10%	-2%	0.6%	13%	-5.6%	-3%	-0.47	1173	1.1	-0.4%
Cc1c(NS(=O)(=O)c2ccccc2)c(=O)n(-c2ccccc2)n1C	-3%	-7%	0.7%	-7%	0.5%	30%	0.06	930	1	-0.4%
Cc1cccc2nc(=S)n(C(=O)c3ccco3)n12	1%	-6%	-0.9%	0%	-5.9%	-8%	1.2	914	1.1	-0.2%
O=C(CSc1cccc[n+]1[O-])NN(c1ccccc1)c1ccccc1	.	.	-0.3%	6%	.	1%	-0.53	1420	.	0.3%

One compound at a time (already shown). Order of screens: human PMI inhibition | PMI inhibition | RSV CPE inhibition | SV40 large T antigen | CSM14.1 death rescue | PhoP inhibition | Insulin prom up | Insulin prom up cell count | TNAP activation fold | West Nile antiviral
Results for COc1ccccc1-c1ccc(SCc2ccccc2)nn1 : 21% | 5% | 15% | 10% | . | -5% | -0.76 | 1160 | 1.2 | -0.4%
Results for Cc1cccc(N2CCN(C(=O)CCN3C(=O)C4C5C=CC(C5)C4C3=O)CC2C)c1 (centres undefined) : -10% | -2% | 0.6% | 13% | -5.6% | -3% | -0.47 | 1173 | 1.1 | -0.4%

9 entries already listed, sorted by SMILES length, rising:
SMILES	human PMI inhibition	PMI inhibition	RSV CPE inhibition	SV40 large T antigen	CSM14.1 death rescue	PhoP inhibition	Insulin prom up	Insulin prom up cell count	TNAP activation fold	West Nile antiviral
CSc1ncc(C(=O)Nc2ccccc2C)c(C)n1	.	.	1.6%	6%	.	-5%	.	.	.	-0.3%
COc1ccccc1-c1ccc(SCc2ccccc2)nn1	21%	5%	15%	10%	.	-5%	-0.76	1160	1.2	-0.4%
CCOc1ccc(N2C(=O)Cc3ccccc3C2=O)cc1	.	.	0.5%	3%	.	5%	.	.	.	-0.7%
Cc1cc(C=O)c(C)n1-c1ccc(Cl)c(C(=O)O)c1	-40%	-41%	-1.2%	19%	0.1%	-6%	-0.28	1593	1	0.2%
COc1ccc(-c2nn(-c3ccccc3)cc2/C=N/O)cc1OC	.	.	13%	10%	.	1%	.	.	.	1.6%
COC(=O)c1nnn(CC(=O)Nc2cccc(Cl)c2)c1C(=O)OC	5%	4%	1.0%	4%	2.2%	6%	0.55	1223	1.1	-0.3%
NC(=O)C1CCCN(C(=O)c2ccc3nc(Cc4cccc(Cl)c4)oc3c2)C1 (centres undefined)	.	.	7.4%	15%	.	0%	.	.	.	0.2%
CCOC(=O)C(C)Oc1cccc2c(=O)n(CC(=O)NCc3ccc(F)cc3)ccc12 (centres undefined)	.	.	1.4%	26%	.	-1%	-0.37	584	.	0.4%
O=C(c1cccc(F)c1)N1CCN(c2cc(N3CCCCC3)c(F)cc2[N+](=O)[O-])CC1	16%	15%	44%	1%	-1.9%	2%	-0.86	1644	0.9	?

Not a hit list. About 1.5% of those tested had a hit in this group.
